# Screening data as filed in PubChem BioAssay.
# HT1080NT lethal = qHTS for induction of synthetic lethality in tumor cells producing 2HG: qHTS for the HT-1080-NT fibrosarcoma cell line; HT-1080-NT fibrosarcoma viability, CellTiter-Glo ATP luminescence, 48 h; Potency, µM (series often up to 46.1 µM), inactives show top-dose activity, negative = less viability, actives largely listed as cytotoxic; hit rate 1.6% among 360,000;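 further: NT is the 2HG producing partner of a matched IDH1 knockdown line; potency means the concentration at half of the fitted maximal effect; 0% = DMSO-treated cells and -100% = media-only wells without cells; nearly all actives have a fitted effect of over 55% in size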
#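 750 cells/well, RPMI + 5% FBS; 2 h settle, compound pin-transfer, 48 h at 37 degrees C. CellTiter-Glo 10 min RT, luminescence. Normalized to DMSO and media-only wells.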
# MCF10A rerep = A quantitative high throughput screen for small molecules that induce DNA re-replication in MCF 10a normal breast cells; MCF 10A DNA re-replication, Hoechst nuclear intensity, 48 h; Potency, µM (top dose mostly 46.1 µM), for the others: top-dose activity, positive = re-replication, most hits filed as activators; hit rate 2.9% among 350,000; AID 624296, 2012; further: potency means the concentration at half of the fitted maximal effect; % of control where 0% means no effect; nearly all actives have a fitted effect of over 50% in size
# SW480 rerep = A quantitative high throughput screen for small molecules that induce DNA re-replication in SW480 colon adenocarcinoma cells. SW480 DNA re-replication, Hoechst DNA content imaging, 48 h. Potency, µM (series often up to 46.1 µM), for the others: at the highest dose re-replication activation, most hits filed as activators. hit rate 1.8% among 340,000. AID 624297, 2012; further: potency means the concentration at half of the fitted maximal effect; % of control where 0% means no effect; nearly all actives have a fitted effect of over 55% in size
#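 SW480 cells exposed to compounds for 48 hr at 37 C, 5% CO2, then Hoechst-stained 40 min. Nuclear DNA content imaged by fluorescence scanning (405 nm excitation, 500-530 nm emission); re-replication scored as increased high-intensity nuclei.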
# KB-3-1 cytotox = qHTS assay for MDR1-selective chemotherapeutics: Primary screen using the parental adenocarcinoma cell KB-3-1 | AID 1347075, 2019 | Potency, µM (doses to about 46.1 µM), for the others: top-dose activity change, negative = cytotoxic, hits mostly cytotoxic | KB-3-1 viability, CellTiter-Glo ATP luminescence, 72 h | hit rate 1.4% among 400,000; further: potency means the concentration at half of the fitted maximal effect; on the % scale 0 is the no-effect control and ±100 the full control effect; nearly all actives have a fitted effect of over 60% in size
#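 Parental KB-3-1 viability, qHTS format: 72 h compound exposure, 37 °C; CellTiter-Glo; media-only wells and DMSO plates as controls; concentration-effect fits on corrected data.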
# WRN inhibitor = qHTS for Inhibitors of WRN Helicase; Bifunctional 3'-5' exonuclease/ATP-dependent helicase WRN (Homo sapiens), Q14191; WRN helicase unwinding, fluorescent forked duplex, kinetic; Potency, µM (highest dose often 114 µM), for inactives: top-dose activity change, negative = inhibition, hits mostly inhibitors; hit rate 0.46% among 360,000; AID 651768, 2012; further: potency means the concentration at half of the fitted maximal effect; on the % scale 0 is the no-effect control and ±100 the full control effect; nearly all actives have a fitted effect of over 55% in size
# Target sequence (Q14191 whole entry, looked up): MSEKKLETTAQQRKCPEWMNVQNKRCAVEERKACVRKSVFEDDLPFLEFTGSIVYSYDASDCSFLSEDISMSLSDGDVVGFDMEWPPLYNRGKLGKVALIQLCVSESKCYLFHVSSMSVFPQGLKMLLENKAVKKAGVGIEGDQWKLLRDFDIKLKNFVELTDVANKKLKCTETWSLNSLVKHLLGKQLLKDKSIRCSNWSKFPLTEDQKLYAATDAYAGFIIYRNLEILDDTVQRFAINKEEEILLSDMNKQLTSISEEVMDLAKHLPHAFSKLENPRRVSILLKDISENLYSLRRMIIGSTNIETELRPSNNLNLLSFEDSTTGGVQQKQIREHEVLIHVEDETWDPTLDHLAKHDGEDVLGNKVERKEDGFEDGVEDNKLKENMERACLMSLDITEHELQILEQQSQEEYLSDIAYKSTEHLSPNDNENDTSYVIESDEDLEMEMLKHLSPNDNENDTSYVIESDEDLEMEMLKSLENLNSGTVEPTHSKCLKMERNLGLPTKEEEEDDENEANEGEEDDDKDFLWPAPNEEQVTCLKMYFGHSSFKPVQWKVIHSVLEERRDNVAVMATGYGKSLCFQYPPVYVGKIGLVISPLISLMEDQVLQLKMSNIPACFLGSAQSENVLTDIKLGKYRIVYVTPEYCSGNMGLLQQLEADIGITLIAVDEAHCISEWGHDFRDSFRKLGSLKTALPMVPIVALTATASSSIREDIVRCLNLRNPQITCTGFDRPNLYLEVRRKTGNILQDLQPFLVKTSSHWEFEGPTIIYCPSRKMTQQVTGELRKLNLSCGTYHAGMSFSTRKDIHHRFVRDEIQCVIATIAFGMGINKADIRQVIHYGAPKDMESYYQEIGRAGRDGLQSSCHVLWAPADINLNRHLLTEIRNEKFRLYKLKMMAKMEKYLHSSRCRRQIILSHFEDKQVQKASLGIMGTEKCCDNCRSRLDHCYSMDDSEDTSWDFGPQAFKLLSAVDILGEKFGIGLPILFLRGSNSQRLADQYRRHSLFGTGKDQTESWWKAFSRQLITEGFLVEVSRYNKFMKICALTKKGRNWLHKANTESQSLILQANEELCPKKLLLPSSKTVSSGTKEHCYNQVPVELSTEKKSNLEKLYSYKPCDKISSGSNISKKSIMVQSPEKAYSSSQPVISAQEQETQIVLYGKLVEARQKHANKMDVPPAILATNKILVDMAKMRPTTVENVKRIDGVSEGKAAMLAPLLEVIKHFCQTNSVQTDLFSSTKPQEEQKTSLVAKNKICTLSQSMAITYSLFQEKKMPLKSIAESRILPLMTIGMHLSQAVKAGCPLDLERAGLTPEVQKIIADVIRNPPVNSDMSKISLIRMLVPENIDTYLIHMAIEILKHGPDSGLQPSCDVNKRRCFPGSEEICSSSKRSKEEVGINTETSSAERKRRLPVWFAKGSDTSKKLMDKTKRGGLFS
#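 Kinetic red-fluorescence monitoring (525/598 nm) tracks WRN helicase activity after 100 nM fluorophore-quencher forked duplex and 2 mM ATP are added to 20 nM enzyme pretreated 15 min at room temperature with compound.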
# IL-1B inflam inh = qHTS for Inhibitors of Inflammasome Signaling: IL-1-beta AlphaLISA Primary Screen; THP-1 LPS/ATP IL-1B secretion, AlphaLISA, 16 h; active compounds read low; activity change, % at 57.5 µM; hit rate 4.7% among 360,000; AID 743279, 2014; in the data active means activity change below about -50%; inconclusive means mostly about -30% to -49%; further: on the % scale 0 is the no-effect control and ±100 the full control effect
#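 THP-1 cells pretreated 1 hr with compounds (up to 57.5 uM final), then stimulated with LPS (250 ng/mL final) plus ATP (1.25 mM final); secreted IL-1B measured by AlphaLISA after 16 hr, decreased signal indicating inhibition.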
# ATXN2 expr inh = Primary qHTS for Inhibitors of ATXN expression | AID 1745845, 2022 | HEK-293 ATXN2-luciferase reporter, luminescence, 24 h | hit rate 0.72% among 360,000 | Potency, µM (highest dose often 57 µM), for the others: top-dose activity change, negative = inhibition, most hits filed as inhibitors; further: potency means the concentration at half of the fitted maximal effect; on the % scale 0 is the no-effect control and ±100 the full control effect; nearly all actives have a fitted effect of over 55% in size
#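 qHTS (up to 57 uM final) was run with 24 h compound exposure of reporter cells at 37 °C. Each well was multiplexed: SteadyGlo luminescence measured ATXN2-luciferase expression after a fluorogenic Gly-Phe-AFC viability readout (25 uM final).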
# KB-V1 cytotox = qHTS assay for MDR1-selective chemotherapeutics: Primary screen using the drug-selected MDR subline cells KB-V1. KB-V1 MDR cells viability, CellTiter-Glo, 72 h. Potency, µM (series often up to 46.1 µM), without a hit: at the highest dose activity change, negative = cytotoxicity, most hits filed as cytotoxic. hit rate 3.4% among 400,000; further: potency means the concentration at half of the fitted maximal effect; on the % scale 0 is the no-effect control and ±100 the full control effect; nearly all actives have a fitted effect of over 60% in size
#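 KB-V1 MDR subline cells in DMEM (phenol-red free, 10% FBS) exposed to compounds in qHTS concentration series for 72 h at 37 degrees C. Viability read by CellTiter-Glo luminescence; concentration-effect curves fitted after normalization and correction.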
# HT1080 IDH1KD tx = qHTS for induction of synthetic lethality in tumor cells producing 2HG: qHTS for the HT-1080-IDH1KD cell line; Potency, µM (series often up to 46.1 µM), inactives show at the highest dose activity, negative = toxicity, most hits filed as cytotoxic; HT-1080 IDH1 knockdown viability, ATP luminescence, 48 h; hit rate 2% among 360,000;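 further: potency means the concentration at half of the fitted maximal effect; 0% = DMSO wells and -100% = cell-free medium wells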
#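 Viability of IDH1-knockdown HT-1080 fibrosarcoma cells was assessed by CellTiter-Glo after 48 h at 37 °C with titrated compound; concentration-effect curves were classified by fit quality and response size.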
# Numbers without * were called inactive; ? = inconclusive; · = no result given; & = joins results of further samples; [ ] = dose if it differs, or a comment. Unless noted, the call rests on the fitted dose curve; in most records, active means well fitted curve in the direction sought with a large enough effect; inconclusive means small, poorly fitted or top-dose-only effect, or another doubt; inactive means no such curve, though single readings can be large; an effect the other way counts as inactive or inconclusive.
SMILES,HT1080NT lethal,MCF10A rerep,SW480 rerep,KB-3-1 cytotox,WRN inhibitor,IL-1B inflam inh,ATXN2 expr inh,KB-V1 cytotox,HT1080 IDH1KD tx
C/C(CC(=O)Nc1ccc(N(C)C)cc1)=N\NC(=O)c1ccc(C(C)(C)C)cc1,-4.0%,0.2%,-19.2%,?,6.4%,3.9,·,0.4%,-14.3%
COc1cccc(-c2cc(C(F)(F)F)nc(-n3cccn3)n2)c1,13.6%,-0.2%,-14.6%,22.6%,3.0%,-29.3,-5.7%,?,14.9%
CCCCn1c(N)c(N(CCOC)C(=O)C2CC(=O)N(Cc3ccco3)C2)c(=O)[nH]c1=O (stereo not drawn),7.0%,8.4%,-4.5%,-9.1%,0.4%,25.2,7.3%,-0.7%,2.9%
CCOC(=O)C1=C2c3ccc4ccccc4c3CC(C)(C)N2C(=O)C1=O,-7.4%,?,-2.2%,-0.2%,4.7%,10.5,-5.8%,-3.1%,3.1%
OCCNCc1cc(Br)ccc1OCc1ccccc1,0.2%,21.3%,-6.1%,-6.8%,-26.6%,-58.1*,-21.4%,14.6µM*,-1.5%
COc1ccccc1C(=O)NNC(=O)c1ccc(NC(=O)CC(C)C)cc1,0.5%,1.6%,-3.4%,1.0%,6.3%,37.0,·,-23.2%,4.9%
CC(=O)Nc1nc(C)nc(-c2ccccc2OC(C)=O)n1,2.6%,3.9%,-10.3%,9.4%,-3.1%,3.1,3.5%,0.0%,-2.1%
COc1ccc(N(C)C(=S)Nc2ccc3nc(C)c(C)nc3c2)cc1,8.9%,14.8%,-9.8%,13.0%,-4.6%,-6.4,-1.0%,13µM*,26.3%
O=C(NCCn1cc(SCC(=O)N2CCOCC2)c2ccccc21)c1c(F)cccc1F,0.3%,10.7%,-14.0%,5.8%,6.2%,-0.2,-0.1%,-3.7%,5.1%
CC(C)CC(=O)Nc1c2c(nn1-c1cccc(Cl)c1)CS(=O)C2 (stereo not drawn),13.5%,-4.8%,-3.6%,-2.7%,-1.1%,6.7,0.5%,?,22.9%
CCn1c(=NC(=O)CCS(=O)(=O)c2ccccc2)sc2cccc(OC)c21,-13.1%,10.7%,12.5%,?,?,0.0,-27.0%,?,-6.6%
N=c1ccn(Cc2ccc([N+](=O)[O-])cc2)cc1,3.7%,3.1%,-4.4%,-26.4%,-24.9%,-9.6,-11.9%,-4.0%,15.3%
COc1ccc(CCN=C(N)C(C)c2ccccc2)cc1OC (stereo not drawn),6.9%,-1.1%,-13.0%,-8.1%,-33.4%,-29.0,-15.4%,12.7%,2.6%
CCOC(=O)C1=C(COC(=O)c2ccc([N+](=O)[O-])o2)NC(=O)NC1C (stereo not drawn),-0.7%[9.24 µM],-7.6%,-23.1%,2.6%,9.5%,-6.2,-2.2%,?,-0.2%
CN(C(=O)c1cccc(NC(=O)Cc2ccc(NC(=O)C3CCN(S(=O)(=O)c4cccc([N+](=O)[O-])c4)CC3)cc2)c1)C1CCCC1,-6.9%,?,?,-0.7%,-4.5%,11.8,2.8%,5.1%,-5.9%
CCC(C)[C@H]1CN=C(N)N1CCCc1cc(OC)c(OC)c(OC)c1 (stereo partly drawn),-1.4%,25.4%,-10.3%,-2.8%,10.4%,-1.1,2.8%,-13.6%,0.7%
Cc1ccc(C(=O)OCCc2sc[n+](Cc3ccccc3)c2C)cc1,13.2%,9.7%,22.3%,2.9%,1.2%,17.1,0.1%,28.2%,16.4%
CC(C)Nc1nc(-c2ccccc2)nnc1-c1ccccc1,-6.4%,18.1%,-1.0%,7.7%,-1.4%,-11.2,·,2.1%,-12.0%
COc1ccc(COC(=O)CN2C(=O)NC3(CC(C)CC(C)(C)C3)C2=O)cc1F (stereo not drawn),-4.0%,3.5%,2.2%,-20.8%,8.7%,-3.4,-8.5%,2.0%,-1.3%
O=C1/C(=C/c2ccc(O)cc2)SC(=S)N1Cc1cccnc1,4.3%,10.4%,1.1%,17.3%,-33.5%[57.1 µM],-12.2,-28.0%[11.3 µM],0.1%,13.4%
COc1ccc(C(c2nnnn2-c2c(C)cccc2C)N2CCN(C/C=C/c3ccccc3)CC2)cc1 (stereo not drawn),-4.1%,·,·,-1.0%,-2.6%,19.3,15.4%,?,3.4%
CC(C)c1nc(=S)c2ccccc2[nH]1,-6.4%,0.9%,-7.2%,15.6%,-4.2%,13.1,5.3%,1.6%,-13.4%
COc1ccc(-n2c(SCC(=O)NCc3cccs3)nnc2-c2ccoc2C)cc1,-1.0%,3.2%,3.0%,8.8%,-10.9%,23.8,-7.7%,-19.7%,1.4%
CCOC(=O)C(CSCC(=O)c1ccc(Cl)cc1)NC(=O)OC(C)(C)C (stereo not drawn),2.9%,-9.7%,1.6%,9.3%,-8.9%,24.9,0.5%,11.0%,8.6%
O=C(Nc1cccnc1)c1cc(-c2cccs2)on1,5.0%,-5.1%,-0.4%,-7.3%,-7.6%,-17.0,-14.2%,-6.0%,2.6%

# Reprinted from the part before: five entries, then new ones.
SMILES,HT1080NT lethal,MCF10A rerep,SW480 rerep,KB-3-1 cytotox,WRN inhibitor,IL-1B inflam inh,ATXN2 expr inh,KB-V1 cytotox,HT1080 IDH1KD tx
COc1ccc(C(c2nnnn2-c2c(C)cccc2C)N2CCN(C/C=C/c3ccccc3)CC2)cc1 (stereo not drawn),-4.1%,·,·,-1.0%,-2.6%,19.3,15.4%,?,3.4%
CC(C)c1nc(=S)c2ccccc2[nH]1,-6.4%,0.9%,-7.2%,15.6%,-4.2%,13.1,5.3%,1.6%,-13.4%
COc1ccc(-n2c(SCC(=O)NCc3cccs3)nnc2-c2ccoc2C)cc1,-1.0%,3.2%,3.0%,8.8%,-10.9%,23.8,-7.7%,-19.7%,1.4%
CCOC(=O)C(CSCC(=O)c1ccc(Cl)cc1)NC(=O)OC(C)(C)C (stereo not drawn),2.9%,-9.7%,1.6%,9.3%,-8.9%,24.9,0.5%,11.0%,8.6%
O=C(Nc1cccnc1)c1cc(-c2cccs2)on1,5.0%,-5.1%,-0.4%,-7.3%,-7.6%,-17.0,-14.2%,-6.0%,2.6%
O=C(NCC[C@H]1CC[C@@H](NC(=O)C2CCOCC2)[C@@H](CO)O1)Nc1ccc(Cl)cc1,9.0%,·,·,3.8%,-1.9%,5.1,·,4.6%,17.0%
CSc1nc(-c2ccccc2)nc(NC(C)=O)c1C(C)=O,5.2%,8.9%,-5.9%,0.1%,-0.6%,4.9,·,?,1.3%
Cn1cc(S(=O)(=O)N2CCN(c3ccccc3)CC2)c(=O)n(C)c1=O,0.0%,-1.5%,-4.0%,4.1%,10.5%,30.7,-16.4%,-5.3%,1.6%
O=C(Nc1ccc2c(c1)C(=O)NC2=O)c1ccc2ncsc2c1,-6.7%,9.4%,1.3%,0.6%,-8.3%,5.6,24.8%,0.0%,-6.3%
O=C(Nc1ccnn1C1CCN(C(=O)c2ccccc2C(F)(F)F)CC1)C1CC1,0.6%,-3.3%,12.0%,·,-12.9%,13.8,11.0%,·,7.8%
C[C@@H]1CN([C@H](C)CO)C(=O)CCCn2nncc2CO[C@@H]1CN(C)S(=O)(=O)c1ccc(-n2cccn2)cc1,-13.4%,·,·,-14.8%,-1.0%,-5.0,-1.5%,13.3%,-13.7%
CC(=O)Nc1cccc(-c2ccnc3c2CC(C(=O)NCc2ccncc2)O3)c1 (stereo not drawn),-6.7%,·,·,?,-3.5%,40.2,8.0%,6.5%,16.7%
O=C(NCCCn1ccnc1)c1cccnc1,21.7%,14.1%,1.8%,13.4%,2.9%[57.1 µM],10.4,4.6%,0.0%,10.5%
COc1ccc(OC)c(CCNC(=O)CCCc2nnc3n(C)c(=O)c4sccc4n23)c1,-14.1%,-3.4%,-9.2%,4.5%&3.8%,-25.7%,19.4,-6.6%&3.1%,0.0%&-13.2%,-0.4%
COc1cccc(C(=O)c2ccncc2C(=O)O)c1OC,6.9%,·,·,23.9%,3.9%,-7.6,·,21.5%,4.9%
O=C(CSc1nccc(=O)[nH]1)NC1CCCC1,0.0%,-6.4%,-7.8%,-5.3%,5.0%,35.5,12.7%,0.0%,14.3%
Cc1nnc(NCc2ccncc2)c2ccccc12,-1.3%,1.6%,-2.4%,?,-15.1%,9.0,4.1%,-6.6%,0.2%
O=C(NCC(c1cccs1)N1CCOCC1)c1cc([N+](=O)[O-])cc([N+](=O)[O-])c1 (stereo not drawn),-0.5%,-2.6%,-16.5%,-1.9%,-7.9%,-62.4*,-4.3%,23.1µM*,-4.0%
CC(=O)c1c(N2CCN(CCO)CC2)nc(=S)n(-c2ccccc2)c1C,0.5%,-1.4%,-20.6%,-5.9%,0.6%,0.0,·,5.4%,5.2%
COc1ccc(-c2nc3ccc(Cl)cn3c2Cc2ccccc2)cc1OC,-0.7%,·,·,0.0%,-11.9%,-27.2,9.3%,1.3%,7.7%
CS(=O)(=O)C1=NSC2=NC(=O)/C(=C\c3ccc(OC(=O)c4ccco4)c(Br)c3)C(=N)N21,11.9%,-1.7%,11.3%,2.3%,?,3.6,·,9.5%,0.2%
